hDAT+cocaine = human DAT dopamine uptake with cocaine, either direction; Q01959; AID 449768; 110,000 tested, 1.3% active; B-score at 10 µM; LLC-PK1 hDAT cells, [14C]-dopamine uptake with cocaine IC80; actives deviate in either direction;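 active = Z score or B-score, a plate-position-corrected score, falls beyond the plate's 99.7% confidence bounds, in either direction; inactive = both scores lie inside the 99.7% bounds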;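 note: scored against the spread of the other compound wells on the same plate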
PTK2B oligo ant = Pyk2 (human) oligomerization antagonism. z-score (the deposit names both 25 µM and 10 µM). Q14289. Q293 cells, Pyk2 FERM NanoBiT luminescence; hits give low values. 99,000 tested, 0.83% active. AID 1347419;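 active = Z-score of -3 or lower, scaled per plate to the spread of control and sample wells; inactive = z-score above -3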;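 note: negative z-score means lost luminescence so less FERM oligomerization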
PTPN22 inh 2 = LYP (human) phosphatase inhibition. Q9Y2R2. recombinant LYP catalytic domain, DiFMUP fluorescence. inhibition, % at 2 µM. 96,000 tested, 0.21% active;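 active = inhibition at 2 µM at or above a set limit, the screen mean plus 3 SD, cut at about 24% in these data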;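 note: 0% = DMSO with enzyme and 100% = enzyme fully blocked by orthovanadate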
Target sequence (Q9Y2R2 whole entry, looked up, the tested form may be a part): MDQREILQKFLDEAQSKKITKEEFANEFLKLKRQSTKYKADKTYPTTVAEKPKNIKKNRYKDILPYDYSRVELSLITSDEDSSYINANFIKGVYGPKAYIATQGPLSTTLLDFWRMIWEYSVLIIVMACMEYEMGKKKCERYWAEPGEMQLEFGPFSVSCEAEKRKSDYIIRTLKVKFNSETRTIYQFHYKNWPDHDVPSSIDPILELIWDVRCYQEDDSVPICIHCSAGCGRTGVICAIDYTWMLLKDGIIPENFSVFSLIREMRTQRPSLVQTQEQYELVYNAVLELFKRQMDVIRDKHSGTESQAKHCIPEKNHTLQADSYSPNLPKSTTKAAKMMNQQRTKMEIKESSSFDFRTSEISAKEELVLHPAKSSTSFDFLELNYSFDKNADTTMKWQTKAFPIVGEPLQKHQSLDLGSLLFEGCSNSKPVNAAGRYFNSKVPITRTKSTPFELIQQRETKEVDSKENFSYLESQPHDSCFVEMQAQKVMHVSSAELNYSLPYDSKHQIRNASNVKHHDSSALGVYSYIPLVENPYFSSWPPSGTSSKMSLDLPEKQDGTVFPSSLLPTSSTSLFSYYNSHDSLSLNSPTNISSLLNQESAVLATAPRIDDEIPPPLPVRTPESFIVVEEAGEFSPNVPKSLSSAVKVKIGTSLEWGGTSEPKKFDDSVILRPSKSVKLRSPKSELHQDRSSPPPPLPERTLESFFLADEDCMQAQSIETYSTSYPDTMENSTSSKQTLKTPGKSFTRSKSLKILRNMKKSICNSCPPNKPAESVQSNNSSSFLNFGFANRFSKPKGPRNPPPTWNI
CYP2C9 act = CYP2C9 (human) activation | AID 1024 | 96,000 tested, 1.4% active | P11712 | activation factor at 5 µM | recombinant CYP2C9, luciferin-H conversion, luminescence; hits give high values; factor 1 = untreated enzyme, 0 = blocked;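 active = activation factor of 2 or more for CYP2C9 at a 5 µM dose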;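 note: 0 = sulfaphenazole-blocked wells and 1 = vehicle-only wells; values of inactives mirror those of a sister screen read the other way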
PostGolgi ctrl = inhibits growth of the yeast control strain. efflux-deficient yeast background strain, growth absorbance A615, 16 h. AID 738. 98,000 tested, 5% active. inhibition, % at 10 µM
Ecoli WT expand = E. coli BW25113 growth inhibition, expanded screen. OD600 absorbance. growth inhibition, % at 100 µM. 98,000 tested, 0.15% active. AID 710;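 active = growth inhibition above about 50% at one test dose, limit read from the data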;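 note: growth measured after 20 h incubation at 37 °C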
PostGolgi yeast = growth inhibition of a yeast mutant, post-Golgi transport screen. post-Golgi transport phenotypic cell assay. inhibition, % at 10 µM. 98,000 tested, 0.9% active. AID 739;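 note: yeast cells grown in 1536-well plates; yeast grown about 18 h at 30C before absorbance read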
PTPN22 act = activators of human LYP (PTPN22) phosphatase. recombinant LYP, DiFMUP fluorescence; 0 = plate median, 100 = signal doubled. activation, % at 2 µM. 96,000 tested, 0.11% active;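 active = activation at 2 µM above a set limit, the mean plus 5 SD, cut at about 37% in these data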
CYP2C9 inhib = inhibitors of human CYP2C9; CYP2C9 Supersomes, luciferin-H conversion, luminescence; P11712; inhibition, % at 5 µM; 96,000 tested, 20% active;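 active = blocking of liver enzyme CYP2C9 beyond about 50% at 5 µM, limit read from the data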; note: values of inactives mirror those of a sister screen read the other way
An asterisk follows results filed as active; . = not tested or not shown. Cut-off read from the data, not from the text of the source, unless noted: active = inhibition above about 30%; inactive = the rest. An unsorted share of the library; any-hit rate near 24%.

no.	molecule	Ecoli WT expand	PTPN22 inh 2	PostGolgi yeast	CYP2C9 act	PTK2B oligo ant	CYP2C9 inhib	PostGolgi ctrl	hDAT+cocaine	PTPN22 act
1	O=C(O)c1cccc2c1C(=O)N(C1CCCCC1)C2	-1	-9	1	1.1	.	-14	29	-0.14	8
2	COc1ccc(-c2nnc(Sc3nc4ccccc4o3)c3ccccc23)cc1	-3	1	-2	.	-0.38	.	46*	-0.61	1
3	CCc1ccc(CN2CCN(C(=O)c3cccc(OC)c3OC)CC2)cc1	.	-4	.	.	-0.22	.	.	-0.17	4
4	CC(=O)N1CCN(c2ccc(NCc3ccc(C(C)C)cc3)cc2)CC1	3	8	16	0.6	-0.2	37	13	-1.3	-9
5	CCCC(=O)Nc1ccc(Cl)c(NC(=O)c2cccnc2)c1	0	-7	2	0.9	-0.3	7	-1	0.95	1
6	N#CCCN(Cc1cccnc1)C(=O)Nc1ccc(Cl)c(Cl)c1	-3	-8	4	0.4	-1.8	64*	4	-0.65	3
7	CC(c1cccnc1)N(CCN(C)C)C(=O)Nc1ccc(Cl)cc1 (centres undefined)	2	0	-3	0.7	.	28	7	-0.021	-3
8	Nc1nc(SCc2ccccc2)[nH]c(=O)c1-c1ccccc1	9	4	3	0.9	0.13	12	11	0.17	-6
9	Cc1ccc(-n2nc(C)c3c2OC(N)=C(C#N)C3c2ccccc2F)cc1 (centres undefined)	-11	-7	8	0.6	0.43	44	12	-0.84	6
10	CCn1c(O)c(C=Nc2ccccc2)oc1=S	-2	-3	-11	0.8	-0.26	25	14	-1.2	1
11	O=C1C2C3CCCC3=C3CCCC3C2C(=O)N1c1ccc(Cl)cc1 (centres undefined)	.	5	.	0.5	0.2	54*	.	-0.032	-4
12	CN1CCN(Cc2nc3c([nH]2)c(=O)[nH]c(=O)n3C)CC1	3	0	0	1.1	1.1	-13	-2	-0.8	-2
13	Cn1c(=O)[nH]c(=O)c2c1nc(N1CCNCC1)n2CCOc1ccccc1	.	1	.	.	-0.1	.	.	-0.93	1
14	O=C(CN(c1ccc2c(c1)OCCO2)S(=O)(=O)c1ccccc1)Nc1ccc2c(c1)OCO2	-3	2	-7	0.1	-3.2*	92*	15	-1	-3
15	CC(C)OC(=O)c1c(NC(=O)c2cnn3c2NC(c2ccccc2)CC3C(F)F)sc2c1CCCC2 (centres undefined)	-8	0	28	1.1	.	-9	-4	.	4

Of the compounds above, these contain fluorine:
no.	molecule	Ecoli WT expand	PTPN22 inh 2	PostGolgi yeast	CYP2C9 act	PTK2B oligo ant	CYP2C9 inhib	PostGolgi ctrl	hDAT+cocaine	PTPN22 act
9	Cc1ccc(-n2nc(C)c3c2OC(N)=C(C#N)C3c2ccccc2F)cc1 (centres undefined)	-11	-7	8	0.6	0.43	44	12	-0.84	6
15	CC(C)OC(=O)c1c(NC(=O)c2cnn3c2NC(c2ccccc2)CC3C(F)F)sc2c1CCCC2 (centres undefined)	-8	0	28	1.1	.	-9	-4	.	4

The list continues.
no.	molecule	Ecoli WT expand	PTPN22 inh 2	PostGolgi yeast	CYP2C9 act	PTK2B oligo ant	CYP2C9 inhib	PostGolgi ctrl	hDAT+cocaine	PTPN22 act
16	CN(C)S(=O)(=O)N(CCN1CCOCC1)Cc1ccccc1F	-4	-8	2	1.2	0.14	-24	30	0.63	7
17	Cc1ccc(-c2nnn(CC(=O)N(c3ccccc3F)C(C(=O)NCC3CCCO3)c3c[nH]c4ccccc34)n2)cc1 (centres undefined)	-2	10	-2	0.2	-1.7	75*	11	1	-6
18	CCCNC(=O)NCc1ccc(N2CCCC2=O)cc1	7	1	1	0.8	0.4	17	-1	0.02	2
19	COc1ccc(C2(C(F)(F)F)NC(=O)N(C)C(=O)N2C)cc1 (centres undefined)	10	.	2	1	-0.43	-4	-6	-0.35	.
20	Cc1ccc(C)n1-n1cnc2sc(-c3ccccc3)cc2c1=O	-15	10	-7	0.5	-0.31	46	26	1.5	-14
21	CCOC(=O)C(C)Sc1ncc(-c2ccc(Cl)cc2)cn1 (centres undefined)	6	-9	10	0.8	0.21	16	9	-0.073	11
22	Cc1ccc(S(=O)(=O)Nc2ccc(NC(=O)CN3CCCCC3)c(Cl)c2)cc1	10	-4	6	0	-0.88	100*	15	1	5
23	O=C(Nc1ccc(Cl)cc1F)C1CCN(S(=O)(=O)c2cccnc2)CC1	-2	9	-1	0.8	0.39	17	16	-0.74	-6
24	CN1CCN(/C(=N\S(=O)(=O)c2ccc(F)cc2)c2ccccc2)CC1	5	-7	9	1.2	2.4	-19	0	0.25	4
25	CCOCCCNC(=O)c1ccc(CS(=O)(=O)Cc2cccc(C)c2)o1	1	-14	-11	0.9	0.09	7	33*	-0.012	10
26	O=C(Cn1nc(Cc2cccnc2)c2ccccc2c1=O)NCc1ccc2c(c1)OCO2	-23	.	1	0.1	.	89*	6	-0.81	.
27	CC(=O)Cc1nsc(NC(=O)c2ccccc2)n1	-13	3	-5	0.9	0.76	13	9	-0.45	-6
28	CCOc1ccccc1NS(=O)(=O)c1cccc2nsnc12	-2	-1	-11	0.7	-0.48	29	5	0.081	0
29	CCCCc1n[nH]c2c1/C(=N/O)CC(c1ccccc1)C2 (centres undefined)	-3	4	-3	0.8	-2.7	18	3	0.067	-5
30	Cc1ccc(S(=O)(=O)CC(=O)Nc2nc(-c3ccccc3)cs2)cc1	-9	3	-13	0	0.64	97*	63*	0.11	-1

A draw from above in order of number of heavy atoms, low to high:
no.	molecule	Ecoli WT expand	PTPN22 inh 2	PostGolgi yeast	CYP2C9 act	PTK2B oligo ant	CYP2C9 inhib	PostGolgi ctrl	hDAT+cocaine	PTPN22 act
27	CC(=O)Cc1nsc(NC(=O)c2ccccc2)n1	-13	3	-5	0.9	0.76	13	9	-0.45	-6
16	CN(C)S(=O)(=O)N(CCN1CCOCC1)Cc1ccccc1F	-4	-8	2	1.2	0.14	-24	30	0.63	7
23	O=C(Nc1ccc(Cl)cc1F)C1CCN(S(=O)(=O)c2cccnc2)CC1	-2	9	-1	0.8	0.39	17	16	-0.74	-6

Next part.
no.	molecule	Ecoli WT expand	PTPN22 inh 2	PostGolgi yeast	CYP2C9 act	PTK2B oligo ant	CYP2C9 inhib	PostGolgi ctrl	hDAT+cocaine	PTPN22 act
31	COc1cc(C2C(C#N)=C(N)N(Nc3ccccc3)C3=C2C(=O)CC(C)(C)C3)ccc1OCc1ccccc1 (centres undefined)	-9	1	0	0.2	-0.78	79*	2	1.7	4
32	CC(=O)c1cc(F)c(N2CCN(C(=O)C(C)(C)C)CC2)cc1C	2	0	-4	0.7	-0.31	29	18	-1.2	4
33	N#Cc1c2n(c3c(=O)n(CC(=O)c4ccc(Br)cc4)cnc13)CCCC2	-4	-4	1	0.9	-2.1	14	2	0.54	4
34	CCOC(=O)C(C)Sc1nnc(Cn2c(=O)sc3ccccc32)n1-c1ccccc1 (centres undefined)	7	-4	5	0.2	.	80*	3	.	3
35	COc1cccc(OCCOCCNCCO)c1	0	0	3	0.9	.	11	7	0.71	-2
36	CC(=O)Nc1ccc(NC(=O)CN(c2ccccc2Cl)S(C)(=O)=O)cc1	-2	6	6	1	-0.21	-2	-5	-0.24	-7
37	CC(C)(C)NS(=O)(=O)c1ccc(NC(=O)NC2CCCCC2)cc1	5	13	-24	0.8	-0.13	18	0	1.8	-10
38	O=C(Oc1ccc(C(=S)N2CCOCC2)cc1Br)c1cc(Cl)ccc1Cl	-15	9	1	2.4*	1.1	-137	20	-0.89	-6
39	CC(C)=CC(=O)OCC(=O)Nc1ncc(Cl)c(C)c1Cl	0	-11	-4	0.9	-0.41	11	8	-0.33	7
40	O=C1Nc2ccc(S(=O)(=O)NCc3ccccn3)c3cccc1c23	-2	-1	5	0.9	1.1	11	0	-0.31	3
41	CC(C)CCC(C)N=Cc1c(O)n(Cc2ccccc2)c(=O)c2ccccc12 (centres undefined)	-20	7	-5	0.1	0.3	86*	1	0.27	-6
42	Nc1nc(C23CC4CC(CC(C4)C2)C3)cs1	10	2	-2	0.3	-0.13	74*	6	-0.0083	-4
43	O=CN1CCc2scc[n+]2-c2ccccc21	.	7	.	.	0.67	.	.	0.42	-6
44	COc1ccc2[nH]c(=O)c(CN(CCO)C(=O)c3cccs3)cc2c1	3	-2	-3	0.9	-0.4	14	-5	-0.08	6
45	CCOC(=O)COc1cc(Br)c(/C=N/Nc2ccccc2)cc1OC	1	2	-9	0.8	1.1	24	2	.	2

New compounds follow:
no.	molecule	Ecoli WT expand	PTPN22 inh 2	PostGolgi yeast	CYP2C9 act	PTK2B oligo ant	CYP2C9 inhib	PostGolgi ctrl	hDAT+cocaine	PTPN22 act
46	Cc1ccc(S(=O)(=O)Cn2nnnc2CN(Cc2ccco2)CC2CCCO2)cc1 (centres undefined)	7	13	-2	0.1	-0.01	91*	-2	-0.64	-9
47	C(=C\c1ccccc1)/C=N/n1cnnc1	2	-2	3	0.7	-0.02	28	2	-0.22	0
48	O=C1NC2(CCCCC2)C(=O)N1/N=C/c1ccc(O)cc1O	1	-10	-1	3.2*	-0.7	-219	6	2.2	10
49	CNC(=O)CSc1nnc(-c2ccco2)n1-c1ccccc1OC	.	0	.	0.9	-0.03	10	.	-1.1	-3
50	COC(=O)Nc1ccc(S(=O)(=O)N2CCN(CCN3C(=O)C4C5C=CC(C5)C4C3=O)CC2)cc1 (centres undefined)	6	9	-3	0.8	0.35	20	17	0.64	-6
51	O=C1S/C(=C/c2ccc(N3CCOCC3)o2)C(=O)N1Cc1ccc(F)cc1	-11	-2	1	1	0.85	0	1	1.1	6
52	O=S(=O)(c1ccc(Cl)cc1)N1CCC(O)(c2cccnc2)CC1	3	-6	2	1.8	-0.71	-77	20	0.57	5
53	Cn1c(=O)n(CCCOc2ccc(Cl)cc2)c2ccccc21	9	0	5	0.9	-0.03	12	49*	0.63	0
54	O=C(CSc1n[nH]c(-c2ccccc2Br)n1)NC(=O)NCc1ccco1	-1	.	7	0.4	-0.84	59*	5	-2.1	.
55	Cc1cc(=O)[nH]c2cc(Cl)ccc12	7	.	-3	1.2	1.1	-21	4	-0.54	.
56	CCCC(=O)N(c1ccc2oc(=O)sc2c1)S(=O)(=O)c1ccccc1	-1	6	13	0.6	-0.49	35	9	0.31	-2
57	O=C(Cn1nnc(-c2ccccc2)n1)NCc1ccc2c(c1)OCO2	5	-15	1	0.5	0.16	50*	3	0.16	13
58	CON(c1nc(Cl)nc(N(C)C)n1)S(=O)(=O)c1ccccc1Cl	-1	-2	5	1.2	-0.28	-24	3	0.54	4
59	CCOC(=O)C1CCN(CCC(=O)Nc2cccc(Cl)c2)CC1	6	2	3	0.2	0.81	75*	7	0.65	-4
60	CCOc1ccc2nc(SCC(=O)N(C)C)[nH]c2c1	7	-1	-3	0.9	0.03	14	6	0.01	4
61	Cc1cc(=O)[nH]c2ccc(Cl)cc12	9	-14	6	0.9	0.07	9	8	1	10
62	Cc1ccc(O)c(C(=O)c2cnc3c(c2)COc2ccccc2-3)c1	.	-3	.	.	-2.4	.	.	0.11	4
